EPAC2 antag = EPAC2 (human) antagonism; Q8WZA2; EPAC2 GEF exchange of Rap1B-BODIPY-GDP, fluorescence; actives 0.18% (n = 360,000); Potency, µM (series often up to 114 µM), inactives show at the highest dose activity, negative = inhibition, most hits filed as inhibitors; also: potency is read from the fitted curve at half-maximal effect; % is scaled to controls: 0 for no effect and ±100 for the full control effect; nearly all actives have a fitted effect of over 45% in size; many of its hits are not listed in these tables
DRD3 agonist = activates the human D3 dopamine receptor; actives 0.58% (n = 410,000); max activation, %; D3R DiscoveRx beta-arrestin cells, luminescence, 90 min; in the data active = max activation above about 30%; also: 0% is about no effect; mostly tested at two doses, the higher about 12 µM
Target sequence (P35462 whole entry, looked up): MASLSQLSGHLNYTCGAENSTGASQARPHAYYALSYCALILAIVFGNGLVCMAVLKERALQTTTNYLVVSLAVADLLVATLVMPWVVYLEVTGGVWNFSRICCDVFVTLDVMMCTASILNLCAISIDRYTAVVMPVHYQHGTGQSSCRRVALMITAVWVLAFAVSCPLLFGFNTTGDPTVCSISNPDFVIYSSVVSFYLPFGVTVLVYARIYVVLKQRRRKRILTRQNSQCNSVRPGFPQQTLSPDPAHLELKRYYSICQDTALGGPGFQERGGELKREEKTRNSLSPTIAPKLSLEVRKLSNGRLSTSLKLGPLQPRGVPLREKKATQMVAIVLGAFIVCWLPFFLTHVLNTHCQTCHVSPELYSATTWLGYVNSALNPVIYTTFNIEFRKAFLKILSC
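Agonist mode: compounds and dopamine controls were applied to plated cells for 90 min at 37 degrees C after an overnight attachment at 1500 cells/well. Luminescent read-out followed 30 - 60 minutes at room temperature with DiscoveRx detection reagent.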
Mm-Cpn inhibitor = M. maripaludis TRiC chaperonin inhibition; actives 0.031% (n = 330,000); Potency, µM (series often up to 76.9 µM), without a hit: top-dose activity, negative = inhibition, actives largely listed as inhibitors; purified Mm-Cpn ATPase, ADP Transcreener TR-FRET; also: potency is read from the fitted curve at half-maximal effect; % is scaled to controls: 0 for no effect and ±100 for the full control effect; nearly all actives have a fitted effect of over 80% in size
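ATP (10 uM final) was added to archaeal chaperonin (25 nM final) after 10 min exposure to test compound at 37°C; after 30 min further incubation, ADP was detected by competitive TR-FRET.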
PTHR1 agonist = PTHR1 (human) receptor agonism; actives 0.075% (n = 410,000); Q03431; Potency, µM (series often up to 115 µM), without a hit: top-dose activation, most hits filed as activators; HEK293 GP2 PTHR1 cells, GloSensor cAMP luminescence, 1 h; AID 743266; also: potency is read from the fitted curve at half-maximal effect; nearly all actives have a fitted effect of over 55% in size; some results filed as inactive show a strong effect at the top dose; inactives centre near -15; many of its hits are not listed in these tables
Target sequence (Q03431 whole entry, looked up): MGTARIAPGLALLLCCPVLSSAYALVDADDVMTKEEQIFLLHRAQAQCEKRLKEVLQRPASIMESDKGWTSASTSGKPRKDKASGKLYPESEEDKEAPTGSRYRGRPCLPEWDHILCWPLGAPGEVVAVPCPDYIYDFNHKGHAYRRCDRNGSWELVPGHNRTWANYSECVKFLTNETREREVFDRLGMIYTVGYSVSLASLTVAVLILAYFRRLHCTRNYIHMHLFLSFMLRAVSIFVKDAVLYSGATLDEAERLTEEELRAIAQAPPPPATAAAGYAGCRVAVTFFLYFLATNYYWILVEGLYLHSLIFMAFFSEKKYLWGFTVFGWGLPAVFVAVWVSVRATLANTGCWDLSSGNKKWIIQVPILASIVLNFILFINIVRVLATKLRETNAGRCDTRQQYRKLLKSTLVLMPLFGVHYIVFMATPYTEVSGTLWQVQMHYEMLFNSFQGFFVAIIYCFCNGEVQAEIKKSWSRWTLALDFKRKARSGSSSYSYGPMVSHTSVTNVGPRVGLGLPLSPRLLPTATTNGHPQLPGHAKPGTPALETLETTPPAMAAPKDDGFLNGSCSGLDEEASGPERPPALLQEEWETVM
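HEK-293-derived GP2 cells expressing PTHR1 and a GloSensor cAMP reporter, 3,000/well, plated overnight, given luciferin plus IBMX (each 0.5 mM as added) for 1 h at 37 °C, then compound for 1 h at 37 °C. Luminescence was read after 15 min at room temperature.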
EPAC2 ag = activates human EPAC2 exchange factor. Q8WZA2. AID 720711. actives 0.079% (n = 360,000). Potency, µM (doses to about 154 µM), inactives show top-dose activation, actives largely listed as activators. EPAC2 activation, biochemical qHTS; response scale: 100% = 6.5 mM cAMP response; also: potency is read from the fitted curve at half-maximal effect; nearly all actives have a fitted effect of over 50% in size
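Setup: EPAC2 100 nM, labeled Rap1B complex 250 nM, free GDP 50 uM. Compound titrations pinned in, brief spin, 5 min room temperature incubation. Kinetic fluorescence read over 30 min, normalized to 6.5 mM cAMP.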
D3 antag = D3 dopamine receptor (human) antagonism. D3R cells, DiscoveRx beta-arrestin luminescence, antagonist mode; stronger effect = lower value. actives 2.5% (n = 360,000). AID 652054. max response, negative = inhibition, %; in the data active = max response below about -50%; inconclusive = no clear call, values can overlap the other calls; also: % is scaled to controls: 0 for no effect and ±100 for the full control effect; mostly tested at two doses, the higher about 12 µM
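Cells expressing the human receptor were seeded at 1500 cells/well, incubated overnight at 37 degrees C in 5% CO2, then exposed to library compounds with dopamine controls for 90 minutes at 37 degrees C before luminescent detection.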
CCT chaperon mod = modulators of cytosolic chaperonin (CCT/TRiC) activity; purified chaperonin ATPase assay, HTRF ADP detection, 30 min; activity change, % (concentration not given with the values), hits read low; actives 0.3% (n = 360,000); in the data active = activity change below about -30%; also: % is scaled to controls: 0 for no effect and ±100 for the full control effect
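We incubate TRiC, 40 or 20 nM final, with library compounds at 76 uM and 10 uM ATP for 30 min at 37 °C. ADP formed is detected with Transcreener HTRF reagents after 30 min at room temperature.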
Akt phos inh = blocks phosphorylation of Akt; Neuro2A IGF-stimulated pAkt S473 HTRF, 20 min; stronger effect = lower value; activity change, % for hits at 50 µM; actives 0.32% (n = 360,000); in the data active = activity change below about -80%; inconclusive = mostly about -51% to -80%; also: % is scaled to controls: 0 for no effect and ±100 for the full control effect
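Neuro2A cells (4,500/well, DMEM with 0.5% FBS) were treated with compound at a single 50 µM final concentration, stimulated with 6 nM IGF for 20 min at 37 °C, and lysed. Phospho-Akt Ser473 was read by HTRF as 665/615 ratio ×10^4.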
* = called active by the depositor; i = inactive; ? = inconclusive; / = not tested or not shown; [ ] = another dose, or the depositor's remark. Unless noted, calls follow the shape of the dose curve; as a rule, active = well fitted curve in the direction sought with a large enough effect; inconclusive = small, poorly fitted or top-dose-only effect, or another doubt; inactive = no such curve, though single readings can be large; an effect the other way counts as inactive or inconclusive. An excerpt; rates above refer to the full screens.

SMILES | EPAC2 antag | DRD3 agonist | Mm-Cpn inhibitor | PTHR1 agonist | EPAC2 ag | D3 antag | CCT chaperon mod | Akt phos inh
CCOC(=O)Nc1ccc2c(COC(=O)c3ccccc3O)cc(=O)oc2c1 | 5% | 2 | 1% | i | -5% | -5 | 0.5 | i
Cc1ccccc1C1(O)c2ccccc2-c2ccccc21 | ? | 4 | / | -21% | 4% | 9 | 0.4 | i
O=C(NC(=S)Nc1ccc2nc[nH]c2c1)c1ccccc1 | 1% | -2 | 1% | -9% | 7% | 4 | 0.5 | i
O=C(Nc1ccccc1[N+](=O)[O-])c1cccnc1Cl | 5% | 0 | 1% | i | -2% | 11 | -2.5 | i
COc1ccc(C(c2c(O)ccc3ccccc23)N2CCOCC2)c(OC)c1 (stereo not given) | -5% | -9 | 2% | -22% | 8% | ? | 0.9 | i
Cc1cccc(NC(=O)C2CCN(C(=O)N3CCOc4ccccc43)CC2)c1C | -14% | -1 | -3% | -1% | 14% | 2 | -2.0 | i
CCN1C(=O)NC2=C(C(=O)c3ccccc32)C1c1ccccc1F (stereo not given) | 25% | -5 | 2% | -1%[57.5 µM] | -4% | -62* | 0.2 | i
O=C(Nc1cc(Br)ccc1O)c1cc(-c2ccccc2)on1 | 7% | 4 | -2% | -24% | 3% | -23 | 0.9 | i
Cc1ccc(C(=O)OCC(=O)NNC(=O)c2ccccc2)c(O)c1 | 3% | 2 | 0% | -12% | 4% | -8 | 0.3 | i
NNC(=O)CSc1c(-c2cccs2)[nH]c2ccccc12 | -7% | -2 | -16% | -20% | -5% | 6 | -1.2 | i
COc1ccc(NC(=O)C/C(C)=N/NC(=O)c2ccco2)c([N+](=O)[O-])c1 | 10% | 5 | -5% | -3% | 6% | 1 | -2.5 | i
NS(=O)(=O)c1ccc(CCNC(=O)COC(=O)Cc2ccc([N+](=O)[O-])cc2)cc1 | 0% | -2 | 1% | -8% | 13% | -9 | -1.8 | i
CCCOc1ccc(-c2c(C(=O)N/N=C/C3CC=CCC3)nnn2-c2nonc2N)cc1 (stereo not given) | 7% | -2 | -3% | i | -7% | -1 | -1.2 | i
Cn1c(=O)c([N+](=O)[O-])c(N2CCN(Cc3ccc4c(c3)OCO4)CC2)c2ccccc21 | -3% | -17 | 0% | -33%[inhibitor] | 9% | 12 | 0.2 | i
CCCS(=O)(=O)NC(=O)C1(C)CCN1C(=O)Cc1ccc(-c2ccccc2)cc1 (stereo not given) | -18% | 1 | / | i | -5% | ? | -0.4 | i
Clc1ccccc1Nc1nc(-c2ccncc2)nc2ccccc12 | 2% | 2 | 0% | -4% | 12% | 9 | -0.2 | i
C=CCN(C(=O)CNC(=O)c1cccs1)C(C(=O)NC(C)(C)C)c1ccccc1 (stereo not given) | 12% | -13 | 0% | -1% | 7% | 1 | 0.0 | i
COc1ccc(CNC(=O)c2ccc(-c3c(C)noc3C)c3ccoc23)cc1OC | 11% | 5 | / | -59%[inhibitor] | 3% | 49 | -1.3 | i
O=C(c1ccccc1CCc1ccccc1)N1CCOCC1 | -2% | 7 | 3% | i | 4% | -8 | -2.1 | i
COCCCn1cc(CN2CC(N3CCSCC3)CS2(=O)=O)nn1 (stereo not given) | 6% | 6 | / | 16% | 7% | 0 | 0.2 | i
COc1ccccc1CN1CCC(n2nccc2NC(=O)CCOc2ccccc2)CC1 | 3% | -8 | 3% | -6% | -2% | -19 | 0.1 | i
Cc1cc(C(=O)CN2C(=O)NC3(CCCc4sccc43)C2=O)c(C)n1-c1ccccc1 (stereo not given) | -9% | -5 | -6% | -20% | 19% | 0 | -2.9 | i
COc1cccc(CN2C(=O)Nc3ccccc3C(=O)N2C(C)(C)C)c1 | 0% | 4 | 0% | i | 7% | 2 | -0.6 | i
O=C(NCC(=O)N(Cc1ccccc1)C(C(=O)NC1CCCCC1)c1ccco1)c1ccco1 (stereo not given) | 2% | 2 | 0% | -10% | -1% | 9 | -1.6 | i
CN(CC(=O)Nc1ccccc1Br)C(=O)CN1CCN(c2ccccc2Cl)CC1 | -11% | -8 | 0% | -12% | 6% | -3 | 0.8 | i

Some values from above:
Result of O=C(c1ccccc1CCc1ccccc1)N1CCOCC1 in D3 antag: -8
Result of COc1ccc(C(c2c(O)ccc3ccccc23)N2CCOCC2)c(OC)c1 (stereo not given) in DRD3 agonist: -9
Result of Cn1c(=O)c([N+](=O)[O-])c(N2CCN(Cc3ccc4c(c3)OCO4)CC2)c2ccccc21 in PTHR1 agonist: -33%[inhibitor]

Back to the main list, repeating the 2 entries before the break.
SMILES | EPAC2 antag | DRD3 agonist | Mm-Cpn inhibitor | PTHR1 agonist | EPAC2 ag | D3 antag | CCT chaperon mod | Akt phos inh
O=C(NCC(=O)N(Cc1ccccc1)C(C(=O)NC1CCCCC1)c1ccco1)c1ccco1 (stereo not given) | 2% | 2 | 0% | -10% | -1% | 9 | -1.6 | i
CN(CC(=O)Nc1ccccc1Br)C(=O)CN1CCN(c2ccccc2Cl)CC1 | -11% | -8 | 0% | -12% | 6% | -3 | 0.8 | i
CC1(C)Oc2ccc(C(=O)NC3CC3)cc2N(CC(=O)N2CCOCC2)C1=O | -5% | 1 | -1% | i | -1% | 15 | -0.4 | /
O=C(Nc1ncn[nH]1)c1ccc(S(=O)(=O)N2CCOCC2)cc1 | 12% | -1 | -3% | i | 11% | -23 | -2.6 | i
CCN(CC)CCN1CCN(c2cnc(C)cn2)CC1 | -3% | 6 | / | -23% | 4% | 11 | -1.3 | i
CN(C)S(=O)(=O)c1cccc(NC(=O)CCSc2ccc(Cl)cc2)c1 | -6% | 4 | 4% | -20% | -2% | 16 | 0.6 | i
Cc1cccc(OCCCC(=O)O)c1C | -5% | -4 | -22% | i | -3% | -23 | -3.4 | i
O=C(Nc1nnc([C@H]2C[C@H](O)[C@@H](CO)O2)s1)Nc1ccc(F)cc1F | 13% | 9 | / | i | 6% | 6 | 0.1 | i
CCOC(=O)c1nc(NCc2ccccc2)sc1C | -13% | -1 | -2% | -20% | -3% | 7 | -1.4 | i
COCCN(C)C(=O)CC1C(=O)NCCN1CC(c1ccccc1)c1ccccc1 (stereo not given) | 3% | 1 | -4% | i | 2% | 17 | -1.1 | i
CCOC(=O)NC(Nc1sc2c(c1C(N)=O)CCCC2)(C(=O)OCC)C(F)(F)F (stereo not given) | -3% | -1 | -2% | i | 7% | 25 | -3.6 | i
CN(C(=O)c1ccc(C#N)cc1)c1nnc(-c2cnccn2)s1 | -1% | 0 | -1% | -10% | 9% | 30 | 0.9 | i
O=C(c1oc(=O)c2ccccc2c1-c1ccccc1)N1CCC(O)CC1 | 4% | -5 | -4% | ? | 2% | 19 | 1.0 | i
CCN(CC(=O)Nc1ccc(C(C)=O)cc1)CC(=O)Nc1cccc(OC)c1 | -8% | 3 | 2% | i | 0% | 15 | -0.4 | i
COc1cccc(OCC(=O)NNC(=S)Nc2ccc(Cl)cc2Cl)c1 | 2% | 1 | -1% | -17% | -6% | 4 | -0.1 | i
CN/S(=N/S(=O)(=O)c1ccccc1)c1ccc(C)cc1 (stereo not given) | -3% | -2 | -1% | i | 8% | -15 | -3.0 | i
Cc1nc(NCCCn2ccnc2)c2oc3ccccc3c2n1 | 13% | -4 | 1% | -3%[57.5 µM] | 2% | 55 | -2.5 | i
O=CN/N=C/c1c(O)ccc2ccccc12 | -1% | -1 | -2% | -16% | -32%[inhibitor] | 11 | 0.5 | i
CN(CC(=O)Nc1ccc(Cl)cc1)CC(=O)Nc1sc2c(c1C(N)=O)CCC2 | -14% | 1 | / | -1% | 14% | 14 | -0.3 | i
CC(C)C[C@H](NC(=O)c1nc[nH]c1C(=O)N1CCN(c2ccccc2)CC1)C(=O)OC(C)(C)C | -5% | -11 | -2% | i | -12% | -8 | -0.3 | i
COC(=O)C1=C(C(=O)OC)[N+]2=C3N(C(=O)NC2(C)C)[C@H](CO)C[C@@]32c3ccccc3N(Cc3ccccc3)[C@@H]12 | 10% | -37 | / | -2% | 16% | -4 | -0.7 | i
COc1ccc(C(=O)CSc2nc3ncccc3[nH]2)cc1OC | -3% | -9 | 0% | -25% | 20% | 3 | -5.2 | i
CCN(CC)S(=O)(=O)c1cccc2c(N(C)C)cccc12 | -1% | 1 | 0% | -11%[57.5 µM] | 8% | 18 | -0.7 | i
Cc1ccc(O)c(CNc2nc3ccccc3[nH]2)c1 | -13% | 3 | 1% | -22% | -2% | ? | 0.2 | i
CCc1ccc2c(CN3CCN(Cc4ccccc4)CC3)cc(=O)oc2c1 | -17% | -22 | 0% | -11% | 10% | -23 | -2.5 | i
O=[N+]([O-])c1cc(Br)ccc1NS(=O)(=O)c1ccccc1 | ? | 2 | / | -24% | -7% | -10 | -1.7 | i
C[N+](C)(C)c1ccc(/C=N/Nc2nc(Cl)c(C#N)c(Cl)c2Cl)cc1 | 11% | -12 | -1% | i | 2% | -17 | -1.3 | i
New compounds follow.
SMILES | EPAC2 antag | DRD3 agonist | Mm-Cpn inhibitor | PTHR1 agonist | EPAC2 ag | D3 antag | CCT chaperon mod | Akt phos inh
O=C(Nc1cccc([N+](=O)[O-])c1)N1CCCc2ccccc21 | -6% | 5 | 5% | i | 7% | -10 | -0.6 | i
CC(=O)N1CCN(Cc2nc3cc(NC(=O)C4CCCCC4)ccc3n2C)CC1 | 2% | -1 | / | -15%[57.5 µM] | -8% | 23 | -1.8 | i
Cc1cccc(-c2nsc(SCC(=O)NCc3ccc4c(c3)OCO4)n2)c1 | 12% | -2 | 1% | -6% | 1% | 2 | -0.4 | i
O=C(CCNC(=O)c1ccc(Br)cc1)Nc1ccc(S(=O)(=O)N2CCCCC2)cc1 | 0% | -18 | -1% | i | 8% | -8 | 0.3 | i
CCCn1c(SCC(=O)N2c3ccccc3CC2C)nnc1-c1ccco1 (stereo not given) | 3% | 0 | -2% | -10% | -6% | 13 | -5.2 | i
COc1ccc(N2CCN(C(=O)COC(=O)CNC(=O)c3cccc(OC(F)F)c3)CC2)cc1 | 7% | 9 | 0% | i | -5% | 22 | -3.6 | i
O=C(Nc1ccc(Oc2ccccc2)nc1)C1CCCCN1Cc1cccc(OCCO)c1 (stereo not given) | 2% | 4 | 1% | -36%[inhibitor] | 7% | -3 | -2.4 | i
Cn1c(COc2ccc3ccccc3c2)nnc1SCC(=O)O | 6% | -2 | 1% | i | 3% | 0 | -1.4 | i
Cc1ccc(C)c(N2CCN(S(=O)(=O)c3cccc4cccnc34)CC2)c1 | -12% | 5 | -1% | i | 11% | -2 | -2.6 | i
CC(=O)NCCC(=O)Nc1nc(-c2ccc3c(c2)OCCO3)cs1 | 6% | 6 | 2% | -14% | 5% | 6 | -0.5 | i
